ALOX12 inhib: blocks human 12-lipoxygenase activity | 150,000 tested, 0.12% active | AID 1452 | P18054 | Potency, µM (doses to about 57.1 µM), inactives show at the highest dose activity change, negative = inhibition, usual class: inhibitors | purified 12-hLO, xylenol orange hydroperoxide absorbance; active = well fitted inhibition curve with a large enough effect; note: potency is the fitted concentration of half-maximal effect; nearly all actives have a fitted effect of over 55% in size; many of its hits are not listed in these tables
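Hydroperoxide formation by human 12-lipoxygenase from 40 uM arachidonic acid was followed colorimetrically via ferric-xylenol orange complex, using the 573/405 nm absorbance ratio. Enzyme concentration was 150 nM, with 30 min reaction at room temperature.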
IMPase inh: membrane-permeable compound that blocks inositol monophosphatase. AID 901. CHO-M1 cells, IP1 accumulation, HTRF TR-FRET ratio. 120,000 tested, under 10 active. P97697. inhibition (IP1 accumulation), % at 46.1 µM; active = well fitted curve in the direction sought with a large enough effect in the signal ratio, not every such curve was filed as active; the % refers to the signal ratio;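 note: cells stimulated with carbachol in lithium chloride buffer; plate controls were DMSO basal wells for no effect and reference inhibitor wells for full effect; higher means more IMPase inhibition seen as more IP1 and lower FRET ratio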
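The IP-One HTRF competitive assay in carbachol-stimulated CHO-M1 cells quantifies cellular IP1. Compounds spanned up to 46 uM final, and activity is expressed as AC50 from concentration-response fits of the ratio and donor data.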
* hit, by the source's call; . = no result given. Unless noted, % is set by controls: 0 for no effect and ±100 for the full control effect. These rows are one share of the data, so the mix of outcomes need not match the whole.

SMILES | ALOX12 inhib | IMPase inh
CCCCC1CCC(CCCC(C)CCC(=O)O)CC1 (stereo not given) | . | 4
COc1ccc(C(=O)Nc2nc3ccccc3n2CCOc2ccc(Cl)cc2)cc1 | . | 0
O=C(O)CCC/C=C\C[C@H]1C(=O)C[C@@H](O)[C@@H]1/C=C/[C@@H](O)CCc1ccccc1 | -3% | .

Complete entries from above.
`CCCCC1CCC(CCCC(C)CCC(=O)O)CC1` (stereo not given) is listed with ALOX12 inhib: .; IMPase inh: 4
`O=C(O)CCC/C=C\C[C@H]1C(=O)C[C@@H](O)[C@@H]1/C=C/[C@@H](O)CCc1ccccc1` is listed with ALOX12 inhib: -3%; IMPase inh: .

Three structures from above, arranged by SMILES length, falling:
SMILES | ALOX12 inhib | IMPase inh
O=C(O)CCC/C=C\C[C@H]1C(=O)C[C@@H](O)[C@@H]1/C=C/[C@@H](O)CCc1ccccc1 | -3% | .
COc1ccc(C(=O)Nc2nc3ccccc3n2CCOc2ccc(Cl)cc2)cc1 | . | 0
CCCCC1CCC(CCCC(C)CCC(=O)O)CC1 (stereo not given) | . | 4
